MrgX1 PAM: human MrgX1 positive allosteric modulation, primary screen; AID 588675; B-score at 10 µM; actives 0.63% (n = 310,000); MrgX1-HEK293, Fluo-4 calcium flux, FDSS; hits give high values; Q96LB2;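 active = plate-corrected calcium response at least 3 library SD above typical, normal starting fluorescence, not activating the receptor alone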;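 note: compound read alongside a low EC10 to EC30 dose of BAM8-22 agonist; peak minus trough fluorescence over baseline measured at the second addition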
AI-2 QS modul: modulators of Vibrio harveyi AI-2 quorum sensing system | activity change, % at 7.5 µM | AID 2094 | Vibrio harveyi JMH597 AI-2 luminescence/OD600 ratio, 9 h; hits give low values; strain lacks LuxN and CqsS sensors; 0 = neutral-control median | actives 0.4% (n = 300,000); in the data active = activity change below about -75%, passing the limit was not always enough;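 note: luminescence divided by OD600 gain over 9 h not by final OD600 alone; inactives centre near 13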
TRPC4 inh: TRPC4 (mouse) channel inhibition; B-score at 10 µM; HEK293 TRPC4beta/mu-opioid, DAMGO-evoked Fluo4 calcium flux; hits give low values; AID 2247; Q9QUQ5; actives 0.39% (n = 300,000);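 active = B-score over 3 SD under the library average, no early fluorescence shift, positive overall ratio signal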
Target sequence (Q9QUQ5 whole entry, looked up): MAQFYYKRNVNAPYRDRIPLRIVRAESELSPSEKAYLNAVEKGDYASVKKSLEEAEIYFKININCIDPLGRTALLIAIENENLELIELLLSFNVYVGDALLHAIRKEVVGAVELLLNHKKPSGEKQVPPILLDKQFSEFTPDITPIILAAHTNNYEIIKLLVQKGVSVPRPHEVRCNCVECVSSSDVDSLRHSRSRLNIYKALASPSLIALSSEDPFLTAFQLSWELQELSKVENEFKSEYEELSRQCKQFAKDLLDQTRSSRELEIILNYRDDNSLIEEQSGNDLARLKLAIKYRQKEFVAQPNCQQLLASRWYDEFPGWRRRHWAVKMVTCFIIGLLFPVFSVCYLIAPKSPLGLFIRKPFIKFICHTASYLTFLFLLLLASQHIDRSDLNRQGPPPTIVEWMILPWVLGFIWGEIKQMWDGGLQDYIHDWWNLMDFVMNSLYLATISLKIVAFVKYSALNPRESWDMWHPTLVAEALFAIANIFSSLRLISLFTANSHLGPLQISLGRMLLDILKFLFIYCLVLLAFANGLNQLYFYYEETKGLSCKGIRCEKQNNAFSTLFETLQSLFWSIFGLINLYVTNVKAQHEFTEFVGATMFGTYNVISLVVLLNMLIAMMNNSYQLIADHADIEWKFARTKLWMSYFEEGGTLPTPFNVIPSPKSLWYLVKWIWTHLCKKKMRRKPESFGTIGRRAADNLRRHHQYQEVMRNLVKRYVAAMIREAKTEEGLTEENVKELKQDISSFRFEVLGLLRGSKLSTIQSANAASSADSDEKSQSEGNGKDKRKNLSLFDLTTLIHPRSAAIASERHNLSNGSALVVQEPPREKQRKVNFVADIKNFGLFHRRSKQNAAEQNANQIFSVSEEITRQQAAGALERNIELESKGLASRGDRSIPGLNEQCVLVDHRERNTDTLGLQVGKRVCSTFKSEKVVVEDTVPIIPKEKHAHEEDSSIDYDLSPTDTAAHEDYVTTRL
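Assay system: Stable TRPC4beta/mu-opioid receptor HEK293 cells | Reagent: DAMGO in two steps, submaximal then maximal | Compound dosing: Single concentration per test compound | Signal: Fluo4 Ca2+ flux fluorescence | Evaluation: Per-well B score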
MrgX1 ag: activates human MrgX1 receptor signaling. Q96LB2. MrgX1-HEK293 cells, Fluo-4 calcium fluorescence, agonist mode; hits give high values. B-score at 10 µM. actives 0.44% (n = 310,000);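 active = calcium response B-score plate-corrected fluorescence ratio at least 3 library SD, with starting fluorescence B-score inside 5 SD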
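Test system: Stable human MrgX1 HEK293 cell line | Schedule: Overnight plating before 1 h dye loading | Read-out basis: Baseline-normalised fluorescence change ratio, B-scored | Detection: Kinetic calcium dye fluorescence, Fluo-4 NW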
TRPC6 activator: activates the mouse TRPC6 cation channel. B-score at 10 µM. Q61143. HEK293-TRPC6 membrane potential dye fluorescence; hits give high values. AID 2550. actives 0.13% (n = 310,000);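 active = B-score of the integrated fluorescence ratio above library mean plus 3 SD, and starting fluorescence ratio within library mean plus 5 SD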;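 note: higher score means more depolarization so channel activation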
PolyA inhibitor: yeast polyadenylation inhibition; S. cerevisiae SKY197-pL101 polyadenylation reporter, beta-gal luminescence; efflux-impaired pdr1/pdr3 knockout yeast; score 100 = 6 SD above DMSO; actives 0.02% (n = 300,000); AID 1875; calls only at 12 µM;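 active = lowest replicate activity score at least 50, where 100 means six control SD above control mean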;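 note: yeast exposed to compound for 9 h at 30 °C; higher score means more reporter readthrough which indicates perturbed polyadenylation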
TRPC4 act: TRPC4 (mouse) channel activation | Q9QUQ5 | HEK293 TRPC4beta/mu-opioid, Fluo4 calcium fluorescence; hits give high values | B-score at 10 µM | actives 0.49% (n = 310,000) | AID 2237;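 active = B-score above 5 SD of library B-scores, and initial fluorescence ratio not above library mean plus 5 SD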;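 note: positive B-score marks a calcium rise read as TRPC4 activation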
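Test system: HEK293 cells stably co-expressing mouse TRPC4beta and mu-opioid receptor | Schedule: Fluo4 dye loading 45 min at room temperature, 110 s recording | Measured by: Kinetic Fluo4 calcium fluorescence, 5 s baseline at 1 Hz | Evaluation: B score of integrated ratio | Controls: Buffer (low) and maximal DAMGO (high)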
TRPC4 potent: allosteric potentiators of mouse TRPC4 channel; HEK293 TRPC4beta/mu-opioid, DAMGO EC20, Fluo-4 Ca2+ flux; hits give high values; B-score at 10 µM; actives 0.42% (n = 310,000);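 active = B-score of calcium response area above 5 SD of library B-scores, with initial fluorescence ratio within 5 SD of library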;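 note: B-score of integrated fluorescence ratio over time as area under calcium response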
TRPC6 inh: mouse TRPC6 channel inhibition; Q61143; HEK293-TRPC6, membrane potential dye, ACh-evoked depolarization; hits give low values; B-score at 10 µM; actives 1.1% (n = 310,000); AID 2553;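 active = B-score under library mean minus 3 SD, initial fluorescence not abnormally high, positive integrated signal ratio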;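 note: B-score derived from integrated fluorescence ratio over the kinetic read; more negative B-score means stronger inhibition of depolarization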
MrgX1 antagonist: antagonists of human MrgX1 receptor; Q96LB2; B-score at 10 µM; MRGX1-HEK293 calcium flux, Fluo-4, BAM8-22 antagonism; hits give low values; AID 588676; actives 1.3% (n = 310,000);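 active = calcium-response B-score plate-corrected more than 3 library SD below zero, starting fluorescence within 5 deviations, no agonist response on first addition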;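 note: peak minus trough fluorescence over baseline after final BAM8-22 challenge near maximal dose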
HIF activator: HIF pathway transcriptional activation; U2OS HRE-luciferase reporter, luminescence; normalized: DMSO 0%, desferrioxamine 100%; actives 0.32% (n = 300,000); AID 1910; activation, % at 7.5 µM (by protocol);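 active = mean activation of at least 10% of the iron chelator positive control signal, with at least half of replicates also reaching 10%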
* hit, by the source's call; i = inactive; nt = not tested or not shown. This is a subset; the hit share may differ from the screen's.

SMILES	MrgX1 PAM	AI-2 QS modul	TRPC4 inh	MrgX1 ag	TRPC6 activator	PolyA inhibitor	TRPC4 act	TRPC4 potent	TRPC6 inh	MrgX1 antagonist	HIF activator
Cc1ccc(NC(=O)CSc2nc3ccccc3c(=O)n2CCCC(=O)NCCCN2CCOCC2)cc1	i	-5	i	i	i	i	i	i	i	i	-0.1
O=C(O)C[C@H]1c2cc(F)ccc2S(=O)(=O)N1Cc1ccccc1	i	9	nt	i	i	i	i	i	i	i	0.1
COc1ccc(C(C(=O)NC2CCCCC2)N(Cc2cccs2)C(=O)Cc2c[nH]c3ccccc23)cc1 (stereo not drawn)	i	16	i	i	i	i	i	i	i	i	-0.2
Cc1onc(-c2ccccc2)c1C(=O)Nc1ccccc1NC(=O)c1c(-c2ccccc2)noc1C	i	13	i	i	i	i	i	i	i	i	-0.8
CCOC(=O)CSc1nnc(-c2ccoc2C)n1-c1ccc(C)cc1	i	7	i	i	i	i	i	i	i	i	0.0
Cc1ccccc1Cn1c(=O)n(CC2CCC(C(=O)NCCc3ccccc3)CC2)c(=O)c2ccccc21 (stereo not drawn)	i	12	i	i	i	i	i	i	i	i	-1.8
C=CCNc1nc(C)c(C(C)=O)cc1C#N	i	20	i	i	i	i	i	i	i	i	-0.9
COc1ccc(CC(=O)N2CCc3ccccc3C2)cc1	i	29	i	i	i	i	i	i	i	i	2.2
O=C(CCCc1ccccc1)NCc1ccc(Cl)cc1	i	-13	i	i	i	i	i	i	i	i	0.2
CC(C)CCNC(=O)CCCCn1c(=O)[nH]c2ccsc2c1=O	i	12	i	i	i	i	i	i	i	i	0.2
COc1cc(C2c3c(-c4cc(C)cc(C)c4O)n[nH]c3C(=O)N2CCCO)cc(OC)c1OC (stereo not drawn)	i	8	i	i	i	i	i	i	i	i	-1.4
CCC(Oc1cccc(Cl)c1)C(=O)N1CCCN(C)CC1 (stereo not drawn)	i	-1	i	i	i	i	i	i	i	i	0.0
CCNC(=O)c1cc2c(=O)n3cccc(C)c3nc2n(Cc2ccc(C)cc2)c1=N	i	9	i	i	i	i	i	i	-6.1*	i	-0.1
Cc1cc(NC(=O)c2noc3c2CCCC3)no1	i	14	i	i	i	i	i	i	i	i	2.2
Cc1cc(Cl)ccc1NC(=S)Nc1cccnc1	i	-8	i	i	i	i	i	i	i	i	-0.1
O=C(c1cc(-c2ccc(F)cc2)on1)N1CCN(c2ccc(F)cc2)CC1	i	0	i	i	i	i	i	i	i	i	-0.4
CCOP(=O)(OCC)C(NCc1ccccc1)c1ccc(Br)cc1 (stereo not drawn)	i	16	i	i	i	i	i	i	i	i	-2.6
CCCN(CCC)CCNC(=O)CS(=O)Cc1nc(-c2ccc(C)cc2)oc1C (stereo not drawn)	i	13	i	i	i	i	i	i	i	i	0.1
C=Cn1nc(C)c2ccccc2c1=O	i	9	i	i	i	i	i	i	i	i	0.1
CCOC(=O)c1c(C)n(C)c2ccc(OCC(O)Cn3c(C)nc4ccccc43)cc12 (stereo not drawn)	i	1	i	i	i	i	i	i	i	i	0.4

Reprinted from the part before: four entries, then new ones.
SMILES	MrgX1 PAM	AI-2 QS modul	TRPC4 inh	MrgX1 ag	TRPC6 activator	PolyA inhibitor	TRPC4 act	TRPC4 potent	TRPC6 inh	MrgX1 antagonist	HIF activator
CCOP(=O)(OCC)C(NCc1ccccc1)c1ccc(Br)cc1 (stereo not drawn)	i	16	i	i	i	i	i	i	i	i	-2.6
CCCN(CCC)CCNC(=O)CS(=O)Cc1nc(-c2ccc(C)cc2)oc1C (stereo not drawn)	i	13	i	i	i	i	i	i	i	i	0.1
C=Cn1nc(C)c2ccccc2c1=O	i	9	i	i	i	i	i	i	i	i	0.1
CCOC(=O)c1c(C)n(C)c2ccc(OCC(O)Cn3c(C)nc4ccccc43)cc12 (stereo not drawn)	i	1	i	i	i	i	i	i	i	i	0.4
Cc1ccccc1CS(=O)(=O)CCC(=O)NCCCN1CCOCC1	i	4	i	i	i	i	i	i	i	i	0.1
CCC(C)C(=O)Nc1cc(Cl)ccc1C(=O)O (stereo not drawn)	i	17	i	i	i	i	i	i	i	i	-0.2
O=C(CN1C2=NCCCN2c2ccccc21)c1ccc(Cl)cc1Cl	i	1	i	i	i	i	i	i	i	i	0.0
O=C(NC1CCCCC1)C(c1ccccn1)N(C(=O)c1csnn1)c1ccccc1 (stereo not drawn)	i	19	i	i	i	i	i	i	i	i	1.9
O=[N+]([O-])c1ccc(CSc2ccccn2)cc1	i	-13	i	i	i	i	i	i	i	i	2.5
O=c1c(Cl)c(Cl)cnn1Cc1nnc(-c2ccc(Cl)cc2)o1	nt	-91*	i	nt	i	i	i	i	i	nt	-7.4
Cc1ccc(SCCNC(=O)c2ccc([N+](=O)[O-])c(C)c2)cc1	i	47	i	i	i	i	i	i	i	i	-14
COc1ccc(Cc2nnc(NC(=O)Nc3cccc(OC)c3)s2)cc1	i	12	i	i	i	i	i	i	i	i	0.6
CCCc1nnc(NC(=O)CCC(=O)NC2CCCc3ccccc32)s1 (stereo not drawn)	i	16	i	i	i	i	i	i	i	i	-0.5
COc1ccccc1Nc1nc(NCCCN(C)C)nc(N)c1[N+](=O)[O-]	i	30	i	i	i	i	i	i	-6.4*	i	0.8
CC(=O)Nc1ccc(-n2c(C)ccc2C)cc1	i	18	i	i	i	i	i	i	i	i	-0.1
O=C(NC(Cc1ccccc1)C(=O)O)C1CCN(S(=O)(=O)c2ccccc2C(F)(F)F)CC1 (stereo not drawn)	i	16	i	i	i	i	i	i	i	i	-36
O=c1c2cc(NC(=S)N3CCCCC3)ccc2nc2n1CCCCC2	i	nt	i	i	i	i	i	i	i	i	3.5
CC1CCCC(C)N1C(=O)CSc1nc2ncnc(N)c2[nH]1 (stereo not drawn)	i	0	i	i	i	i	i	i	i	i	0.2
COc1cccc(N2CCCn3c2nc2c3c(=O)n(CCN3CCOCC3)c(=O)n2C)c1	nt	5	i	nt	i	i	i	i	i	nt	0.2
COC(=O)C1C(=O)N2CCCSC2=C(C#N)C1c1cccs1 (stereo not drawn)	i	2	i	i	i	i	i	i	i	i	35*
COc1ccc(S(=O)(=O)N2CCN(c3ncccn3)CC2)cc1[N+](=O)[O-]	i	13	i	i	i	i	i	i	i	i	-0.4
O=C(O)c1oc2ccccc2c1-n1cccc1	i	16	i	i	i	i	i	i	i	i	0.2
CC(Cc1ccccc1)C(=O)NCc1ccncc1 (stereo not drawn)	i	8	i	i	i	i	i	i	i	i	0.9
CC1CCN(S(=O)(=O)c2cc(Cl)ccc2Br)CC1	i	2	i	i	i	i	i	i	i	i	-0.5
O=C(CNS(=O)(=O)c1cccc(C(F)(F)F)c1)Nc1ccccc1F	i	18	i	i	i	i	i	i	i	i	0.7
C(=N\Nc1ccccc1)/c1nc2ccccc2s1	i	13	i	i	i	i	i	i	i	i	2.4
Cc1ccc(CNC(=O)C2CCC(=O)N(CCCN3CCOCC3)C2)cc1 (stereo not drawn)	i	2	i	i	i	i	i	i	i	i	-0.8
O=C(C1=C(O)C(=O)N(CC2CCCO2)C1c1cccc(O)c1)c1ccco1 (stereo not drawn)	i	23	i	i	i	i	i	i	i	i	0.0
CC(=O)Nc1ccc(NC(=S)Nc2ccc(Br)cc2)cc1	i	23	i	i	i	i	i	i	i	i	0.8
COc1cc(C(=O)NCCOc2ccc(F)cc2)c(Br)c(OC)c1OC	i	14	i	i	i	i	i	i	i	i	-0.1
Cc1ccc(S(=O)(=O)Cc2sc3ccccc3[n+]2C)cc1	i	37	i	i	i	i	i	i	i	i	0.6
Cc1cccc(OCCOc2ccc(/C=N/NC(=O)Cc3nnc(N)s3)cc2)c1	i	20	nt	i	nt	i	nt	nt	nt	i	0.0
CCN(CC)C(=O)c1cn(-c2ccccc2)nc1-c1ccc2c(c1)OCCO2	i	8	i	i	i	i	i	i	i	i	-0.2
CC1(C)CC(=O)c2c(Cc3ccccc3)n[nH]c2C1	i	16	i	i	i	i	i	i	i	i	-0.1
C=C(C)[C@@H]1CCC2(C(=O)O)CC[C@]3(C)[C@H](CC[C@@H]4[C@@]5(C)CCC(=O)C(C)(C)[C@@H]5CC[C@]43C)[C@@H]12 (stereo partly drawn)	i	32	i	i	i	i	i	i	i	-8.3*	-0.6
CCCCCCCCS(=O)c1sc2nc3c(cc2c1N)CCCC3 (stereo not drawn)	i	13	i	i	i	i	i	i	i	i	1.7
O=S(=O)(NC1CCCCC1N1CCOCC1)c1ccc(Cl)cc1 (stereo not drawn)	i	26	i	i	i	nt	i	i	i	i	-0.2
Cn1c(=O)c2c(nc(N3CCN(c4ccccc4)CC3)n2CCCc2ccccc2)n(C)c1=O	i	42	i	i	i	i	i	i	i	i	0.0
O=C(NCCC1=CCCCC1)c1c(O)nc2sccn2c1=O	i	36	i	i	i	i	i	i	i	i	0.2
CSc1ccccc1NC(=O)c1ccc(C)o1	i	7	i	i	i	i	i	i	i	i	0.6
Cc1c(N=C/C=C2\N(C)c3ccccc3C2(C)C)c(=O)n(-c2ccccc2)n1C	i	13	i	i	i	i	i	i	i	i	-0.7
CC(=O)c1cnc2c(-c3ccccc3)c(C(F)(F)F)nn2c1C	i	4	i	i	i	i	i	i	i	i	0.7
CC(C)N1CC2=C(OC(N)=C(C#N)C2c2cccnc2)/C(=C/c2cccnc2)C1 (stereo not drawn)	i	10	i	i	i	i	i	i	-5*	i	0.1
CCCCCCCCn1c(N2CCN(c3cccc(Cl)c3)CC2)nc2c1c(=O)[nH]c(=O)n2C	i	19	i	i	i	i	i	i	i	i	-0.2
Cc1ccccc1N1CCN(C(=S)c2ccc([N+](=O)[O-])cc2)CC1	i	3	i	i	i	i	i	i	i	i	-0.7
CCCCSc1nnc(-c2ccc(C)cc2)n1C	i	6	i	i	i	i	i	i	i	i	2.9
CC(=O)N(CN1C(=O)C2CC=CCC2C1=O)c1cccc(Cl)c1 (stereo not drawn)	i	-12	i	i	i	i	i	i	i	i	-0.3

Source: PubChem
